Source: PubChem BioAssay
Jurkat NFkB inh = lowers PMA/ionomycin-induced NF-kB signal in Jurkat cells; 0.53% of 330,000 active; PMA/ionomycin-induced NF-kB luciferase reporter, luminescence; AID 435003; inhibition, % at 4 µM; in the data active = inhibition above about 50%
CXCR6 inh = CXCR6 (human) receptor inhibition | AID 602244 | inhibition, % at 20 µM | O00574 | CHO-K1 PathHunter CXCR6 beta-arrestin, luminescence | 0.36% of 360,000 active; in the data active = inhibition above about 34%, passing the limit was not always enough;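 note: antagonist mode with CXCL16 agonist at 10 nM final; 0% = 10 nM CXCL16 with DMSO and 100% = unstimulated wells without agonist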
Target sequence (O00574 whole entry, looked up): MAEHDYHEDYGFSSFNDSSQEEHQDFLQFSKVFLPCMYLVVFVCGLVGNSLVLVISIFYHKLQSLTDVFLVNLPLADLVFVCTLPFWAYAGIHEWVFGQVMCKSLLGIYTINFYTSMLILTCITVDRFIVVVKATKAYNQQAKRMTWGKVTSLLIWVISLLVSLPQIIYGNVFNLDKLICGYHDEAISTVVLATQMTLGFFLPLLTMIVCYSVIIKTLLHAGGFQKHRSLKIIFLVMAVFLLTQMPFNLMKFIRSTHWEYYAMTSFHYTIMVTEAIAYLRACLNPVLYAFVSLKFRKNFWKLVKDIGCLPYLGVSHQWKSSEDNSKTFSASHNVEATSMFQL
UBC13 polyUb = inhibitors of human UBC13 polyubiquitin chain formation. 0.47% of 330,000 active. TR-FRET. AID 485273. P61088. inhibition, % at 20 µM; in the data active = inhibition above about 45%, passing the limit was not always enough
Target sequence (P61088 whole entry, looked up): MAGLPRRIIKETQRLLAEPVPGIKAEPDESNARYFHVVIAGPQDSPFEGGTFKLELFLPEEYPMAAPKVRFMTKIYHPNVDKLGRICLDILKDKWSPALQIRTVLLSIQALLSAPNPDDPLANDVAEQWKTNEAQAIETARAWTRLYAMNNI
EBI2 block = blocks human EBI2 receptor beta-arrestin signaling; EBI2 beta-arrestin recruitment, luminescence, 7a,25-OHC stimulated; inhibition, % at 5 µM; 0.81% of 360,000 active; AID 651636; in the data active = inhibition above about 38%;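 note: enzyme fragment complementation signal reports receptor beta-arrestin coupling in cells; 0% = agonist plus DMSO wells and 100% = wells without agonist; some results beyond the cut were filed as inactive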
Target sequence (P32249 whole entry, looked up, the tested form may be a part): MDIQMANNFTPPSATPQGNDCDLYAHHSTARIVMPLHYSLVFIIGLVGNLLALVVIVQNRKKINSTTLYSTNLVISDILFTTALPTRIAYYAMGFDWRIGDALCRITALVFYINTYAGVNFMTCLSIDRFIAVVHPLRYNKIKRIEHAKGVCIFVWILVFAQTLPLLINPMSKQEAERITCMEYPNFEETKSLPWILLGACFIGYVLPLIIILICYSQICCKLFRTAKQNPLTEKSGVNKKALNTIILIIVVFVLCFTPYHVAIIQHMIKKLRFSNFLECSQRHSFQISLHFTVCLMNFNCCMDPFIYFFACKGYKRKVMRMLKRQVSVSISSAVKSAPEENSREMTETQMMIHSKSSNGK
CCR6 antagonist = blocks CCL20-driven beta-arrestin recruitment at human CCR6 | P51684 | CHO-K1 CCR6 PathHunter beta-arrestin, luminescence, CCL20-stimulated | inhibition, % at 20 µM | 0.49% of 340,000 active;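 active = compounds whose inhibition of the agonist-driven luminescence signal at 20 µM reaches about 50%, limit read from the data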;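 note: cells stimulated with CCL20 at 14 nM final; plate controls were DMSO with CCL20 for no effect and DMSO without agonist for full effect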
Gli-Sufu antag = blocks Gli-Sufu signaling in a luciferase reporter; Sufu-KO-LIGHT fibroblasts, Gli luciferase reporter luminescence; inhibition, % at 5 µM; 0.74% of 340,000 active; AID 588413;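 active = inhibition above about 55%, limit read from the data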;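 note: 0% = DMSO-treated cells and 100% = wells with medium but no cells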
697 NFkB inh = lowers PMA/ionomycin-induced NF-kB signal in 697 B cells. 697 B-cell NF-kB luciferase reporter, 16 h. inhibition, % at 4 µM. 0.33% of 330,000 active. AID 435022; in the data active = inhibition above about 35%
APJ antagonist = APJ receptor antagonism. P35414. CHO-K1 APJ beta-arrestin complementation, luminescence. inhibition, % at 20 µM. 0.32% of 330,000 active. AID 2521;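 active = inhibition above about 40% at 20 µM, limit read from the data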;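 note: cells challenged with 10 nM apelin-13 agonist together with compound; plate controls were apelin-13 plus DMSO wells for no effect and DMSO wells lacking apelin-13 for full effect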
An asterisk follows results filed as active; x = not tested or not shown.

nr	Molecule	Jurkat NFkB inh	CXCR6 inh	UBC13 polyUb	EBI2 block	CCR6 antagonist	Gli-Sufu antag	697 NFkB inh	APJ antagonist
1	COc1ccc2nc(-n3c(O)c(C4=c5ccccc5=NC4=O)[nH]c3=S)sc2c1	x	64*	x	1	78*	-1	x	x
2	C=CCn1c(=O)c(C(=O)NCc2ccc3c(c2)OCO3)c(O)c2cc(OC)c(OC)cc21	-2	-5	6	-4	9	20	-12	6
3	O=C(Nc1ccccc1)c1cccc(NC(=O)c2ccco2)c1	-12	8	-2	-7	-2	-1	-6	-6
4	O=C(NCCc1ccc(Cl)cc1)c1cc2ccccn2n1	5	4	-7	-10	15	-2	12	-20
5	CCN1C(=O)/C(=C2\SC(=S)N(CCCOC)C2=O)c2ccccc21	7	-1	-42	-2	-6	-2	-23	-22
6	O=C(CCCCCNC(=S)Nc1ccc(Cl)cc1)C[N+](=O)[O-]	4	7	0	-1	12	-2	-1	-5
7	CCN(c1ccc(NC(=O)CSCc2c(C)noc2C)cc1)C(C)C	-13	-7	3	-6	-2	2	10	-10
8	COc1ccc(C2N3CC4(C)CN2CC(C)(C3)C4O)cc1 (stereo unspecified)	-16	-2	8	-2	3	-2	-15	-9
9	COC(=O)c1cc2n(n1)CCN(Cc1ccccc1Cl)C2=O	-24	-4	-3	-4	11	-19	-1	-18
10	O=C1OC(c2ccccc2)=C/C1=C/c1cccs1	-14	12	-12	12	26	x	-4	14
11	CC(=O)Nc1ccc(Nc2nnc(-c3ccc(C)c(S(N)(=O)=O)c3)c3ccccc23)cc1	-7	2	5	-12	-2	14	10	15
12	O=C(NCc1ccc2c(c1)OCO2)c1cc(Cl)ccc1Cl	-20	5	-14	-7	18	-38	-31	-31
13	CCn1c(SC(C)C)nnc1C1CCN(S(=O)(=O)c2ccc(OC)cc2)CC1	9	-10	9	-6	7	-1	-5	15
14	Cc1ccc([N+](=O)[O-])cc1NC(=O)CCSc1ccc(Cl)cc1	-12	-3	8	33	12	6	-8	7
15	COc1ccc(NC2(c3ccc(Cl)cc3)C(=O)c3ccccc3C2=O)cc1	-16	33	-6	-3	74*	10	-17	62*
16	Cn1nc(-c2ccccc2)cc1NC(=O)C1CCCCC1	-23	10	-1	6	7	-16	-11	-3
17	CCN(C(=O)c1cnc(NC(C)C)cc1C(F)(F)F)c1ccc(Cl)cc1Cl	-5	10	6	14	16	5	-27	19
18	CCN(CC)c1nc(N2CCOCC2)c(C#N)c2c1CN(C)CC2	0	12	-9	-4	1	-4	1	-6
19	Cc1[nH]n(C(N)=S)c(=O)c1N=Nc1ccccc1C(F)(F)F	12	16	-1	4	15	4	-4	19
20	Cc1ccc(C)c(S(=O)(=O)Nc2ccc(S(=O)(=O)Nc3onc(C)c3C)cc2)c1	x	1	x	0	9	-8	x	x
21	COc1ccc(/C=N/NC(=O)OC(C)(C)C)cc1OC	-6	-8	2	-1	-15	-10	19	9
22	Cc1ccc(C(C(=O)NCC2CCCO2)N(Cc2ccccc2F)C(=O)Cn2nnc(-c3cccs3)n2)cc1 (stereo unspecified)	4	6	-1	14	2	7	-4	3
23	Cc1ccc(OCc2ccc(C(=O)NCC3CCCO3)cc2)cc1 (stereo unspecified)	-5	-2	8	-2	18	x	-53	2
24	Nc1nnc(SCc2cccc(C(F)(F)F)c2)s1	-24	6	6	-25	2	-22	-17	11
25	CCN1CCn2c3c(c4cc(Cl)ccc42)CCCC31 (stereo unspecified)	-8	3	7	-2	3	-6	-10	-12
26	O=c1c2c(nc3nc(CCc4ccccc4)[nH]n13)CCC2	-2	-21	-7	3	7	2	-12	-8
27	O=C(N/N=C/c1ccc(N2CCOCC2)s1)c1ccccc1Cl	-21	-8	-6	-3	18	-22	1	2
28	Cc1ccc(OCc2nnc(SCC(=O)Nc3nccs3)n2-c2ccccc2)cc1C	-4	1	-2	4	-6	9	-2	-2
29	O=C(O)/C=C/C(=O)Nc1ccccc1-c1ccccc1NC(=O)/C=C/C(=O)O	1	-6	5	-16	-3	-1	2	-3
30	COc1ccc(N2CCN(Cc3nc4c(c(=O)n(C)c(=O)n4C)n3CCc3ccccc3)CC2)cc1	-20	3	-2	-1	18	3	-10	13
31	COc1ccc(C(=O)NCc2ccc3c(c2)OCO3)cc1S(=O)(=O)N(C)Cc1ccccc1	-5	8	0	1	15	0	-6	0
32	COc1cc(CN2CCC(C(=O)NC3CCCC3)CC2)cc(OC)c1O	5	-1	-15	-23	-2	4	-21	9
33	N#CC1=C(N)OC2=C(C(=O)CCC2)C1c1cccs1 (stereo unspecified)	-1	-6	3	-13	3	1	16	-4
34	CCC(OC(=O)c1ccco1)C(=O)NCc1ccc(OC)cc1 (stereo unspecified)	-4	3	1	-10	7	-32	17	-16
35	CC1CCCC(NC(=O)COC(=O)c2ccc3c(c2)OCCO3)C1C (stereo unspecified)	14	3	6	-4	7	4	2	23
36	CS(=O)(=O)N1CCc2cc(-c3csc(NC(=O)Cc4ccccc4)n3)ccc21	-3	-7	2	3	11	3	-17	3
37	Oc1cccc(N2Cc3ccccc3C2)c1	-4	-11	2	-16	-4	-4	7	8
38	CS(=O)(=O)N(CC(O)CON=C1c2ccccc2-c2ccccc21)c1ccc(F)cc1 (stereo unspecified)	-3	-6	7	2	9	-5	13	17
39	COc1ccc(F)cc1S(=O)(=O)NCC(=O)NCc1cc(=O)n(C)c(=O)n1C	9	2	2	-2	-1	-3	8	14
40	CN(C)c1ccc(Nc2cc(Cl)ncn2)cc1	-26	-8	-9	4	13	-23	-23	2
41	Cc1cc(NC(=O)CSc2nnc(-c3ccccc3F)n2C)no1	-3	5	0	-15	7	2	9	5
42	O=C(NNC(=O)c1ccc([N+](=O)[O-])o1)c1ccccc1	21	3	-12	-1	0	-5	8	3
43	CCCN(CCC)C1CC(=O)N(Cc2ccccc2)C1=O (stereo unspecified)	-7	14	-2	-17	8	2	7	8
44	COc1ccc(C(=O)c2ccc3oc(-c4ccc(OC)cc4)c(C#CCCO)c3c2)cc1	-22	-2	21	15	8	8	5	-37
45	Cc1ccc(-n2ncc3c(=O)[nH]c(SCC(=O)N4CCC(C)CC4)nc32)cc1C	3	2	-7	1	9	8	-3	14
46	CCOC(=O)C1=C(c2ccccc2)NC(SCC(=O)Nc2ccccc2C)=C(C#N)C1c1ccco1 (stereo unspecified)	5	12	-3	31	23	2	10	5
47	COC(=O)C1=NN(c2ccc(C)cc2)C2(S1)SC(C(C)=O)=C(C)N2c1ccccc1 (stereo unspecified)	2	16	-8	18	24	0	3	-9
48	O=C(CNC(=O)Cc1ccccc1)NCC(=O)OCC(=O)c1ccc(F)cc1	4	1	-8	-12	23	-1	5	0
49	Fc1cccc(-c2c(-c3ccccc3)ncc3cc(F)ccc23)c1	-6	3	1	3	21	0	-23	9
50	COc1ccc(CNC(=O)Cn2cccc2C(=O)c2ccccc2)cc1	-41	-4	-2	22	6	-19	-18	6
51	O=C(N=C1SC2CS(=O)(=O)CC2N1CCc1ccccc1)C1CC1 (stereo unspecified)	7	8	10	-7	-3	0	5	10
52	Cc1cc(C)c(C)c(S(=O)(=O)N[C@@H](C)C(=O)OCC(=O)NC2CCCC(C)C2C)c1C (stereo partly specified)	9	0	15	-4	2	-1	7	-10
53	O=C(O)CC/C(=C/c1cccc(NC(=O)c2ccccc2Cl)c1)c1nc2ccccc2s1	x	3	x	-2	15	-11	x	x
54	Fc1ccc(-n2c(-c3cc(C4CC4)[nH]n3)n[nH]c2=S)cc1Cl	0	-5	4	-5	8	-6	8	4
55	COC(=O)/C(C#N)=C/c1c(N2CCN(c3ccccc3)CC2)nc2c(C)cccn2c1=O	10	16	-1	22	21	12	9	16
56	O=C(CSc1nnc(-c2ccc(O)cc2)o1)NNC(=O)c1ccncc1	-1	-9	1	-3	-2	0	2	6
57	O=C(C[C@H]1C/C=C\C[C@H](Cc2ccc(F)cc2)C(=O)OCCNC1=O)NCCO	2	-6	6	-3	-6	-8	17	-2
58	CCCCNC(=O)COC(=O)c1cc(F)c(F)cc1Cl	-6	-2	-3	-7	0	1	17	-9
59	CS(=O)(=O)c1ncc(CO)n1Cc1ccccc1	12	-6	9	-3	8	2	2	10
60	O=c1[nH]cc(S(=O)(=O)c2ccccc2)[nH]1	-16	2	1	-14	7	0	-4	-2

An excerpt from above in order of SMILES length, low to high:
nr	Molecule	Jurkat NFkB inh	CXCR6 inh	UBC13 polyUb	EBI2 block	CCR6 antagonist	Gli-Sufu antag	697 NFkB inh	APJ antagonist
49	Fc1cccc(-c2c(-c3ccccc3)ncc3cc(F)ccc23)c1	-6	3	1	3	21	0	-23	9
51	O=C(N=C1SC2CS(=O)(=O)CC2N1CCc1ccccc1)C1CC1 (stereo unspecified)	7	8	10	-7	-3	0	5	10
53	O=C(O)CC/C(=C/c1cccc(NC(=O)c2ccccc2Cl)c1)c1nc2ccccc2s1	x	3	x	-2	15	-11	x	x

(continued)
nr	Molecule	Jurkat NFkB inh	CXCR6 inh	UBC13 polyUb	EBI2 block	CCR6 antagonist	Gli-Sufu antag	697 NFkB inh	APJ antagonist
61	CCCCN(C(=O)COC(=O)COc1c(C)cc(C)cc1C)c1c(N)n(CCC)c(=O)[nH]c1=O	1	-4	-1	-4	1	8	14	15
62	Nc1cccc(Oc2c(F)c(F)c(Oc3cccc(N)c3)c(F)c2F)c1	4	-2	-3	9	12	-5	-11	6
63	O=C1N(C2CCCC2)C[C@@H]2C[C@@H](c3cccn3-c3nccs3)N3CCC[C@@]123	11	14	5	2	9	2	9	-11
64	O=C(C1CCCN(Cc2ccc([N+](=O)[O-])cc2)C1)N1CCCCC1 (stereo unspecified)	11	-2	3	4	4	0	-6	22
65	COc1ccccc1C(=O)n1nc(-c2ccco2)nc1SC	-1	13	-4	-11	4	11	10	15
66	CCOc1ccc(S(=O)(=O)NCc2csc(C)n2)cc1	2	3	-8	-5	-10	2	0	18
67	C[C@H](CO)N1C[C@H](C)[C@@H](CN(C)S(C)(=O)=O)Oc2c(NC(=O)Nc3ccc4c(c3)OCO4)cccc2C1=O	-13	-6	-16	-4	-6	-16	-30	-3
68	O=C(O)Cn1c(SCCOc2ccc(Cl)cc2)nc2ccccc21	-4	0	-5	-8	12	-2	-3	17
69	CCCSc1ccc(C(=O)Nc2ccc(Cl)cc2)cn1	-47	5	11	43	24	-38	19	-7
70	COc1ccc2nc(C)cc(SCC(=O)N/N=C/c3ccccc3)c2c1	10	0	30	10	6	8	7	-2
71	O=C(NCc1ccco1)NC1CCCCC1	-7	4	4	-5	-11	-3	-3	7
72	CCOC(=O)c1c(NC(=O)CSc2nc3ccc(OC)cc3[nH]2)sc2c1CC(C)(C)NC2(C)C	2	-1	7	1	25	21	2	11
73	O=C(NC1CCCCC1)[C@@H]1CSC2c3ccccc3C(=O)N21 (stereo partly specified)	17	-13	2	-6	-4	9	-5	16
74	CC(=O)NS(=O)(=O)c1ccc(N=NN2CCCCCC2)cc1	8	1	-6	-5	12	6	5	-18
75	O=C(N/N=C/c1ccc([N+](=O)[O-])s1)c1cccc(Br)c1	10	5	-25	-15	19	27	0	-6
76	O=S(=O)(NCc1nnc2ccccn12)c1ccc(F)cc1	9	3	7	-2	11	18	26	12
77	CC(=O)Nc1ccc(NC(=O)CSC2=NS(=O)(=O)c3cc(Cl)ccc3N2)cc1	4	0	-15	-3	4	-10	2	7
78	Cn1sc(NC(=O)c2ccccc2Cl)nc1=O	-8	5	0	-6	4	2	-4	-1
79	CCC(C)NC(=S)N(Cc1cc2cc(C)ccc2n2nnnc12)CC(C)(C)NC(C)C (stereo unspecified)	1	12	8	1	8	18	2	8
80	Cn1nccc1C(=O)NC1CCCc2c1cnn2-c1ccc(F)cc1F (stereo unspecified)	71*	-11	-3	-25	7	73*	36*	2
81	COc1cccc(-c2nn(-c3ccccc3)cc2CN(C)Cc2c(C)nc3ccccn23)c1	-7	9	9	34	12	26	10	6
82	CCOP(=O)(c1ccc(N(C)C)cc1)C(O)c1ccc(Cl)cc1 (stereo unspecified)	-4	2	-11	3	0	-3	-39	15
83	O=C1OCCN1C(=O)[C@H]1[C@H](c2ccc([N+](=O)[O-])cc2)C(c2cccc(Cl)c2)=NN1c1ccccc1	-87	0	-20	3	14	-6	-106	16
84	CC(C)n1ncc2c(C(=O)N3CCN(c4ccc(F)cc4)CC3)cc(-c3ccccc3)nc21	0	-2	7	2	15	-1	6	3
